High-throughput results (PubChem BioAssay)
EBV gp42 block: Epstein-Barr virus gp42 inhibitors, primary screen, biochemical, uHTS, fluorescence polarization. Glycoprotein 42 (Epstein-Barr virus (strain AG876)), Q1HVG2. Fluorescence polarization binding assay, mP read-out. inhibition, % (tested at 21.74 µM). actives 0.42% (n = 220,000); in the data active means inhibition above about 50%
Target sequence (Q1HVG2 whole entry, looked up): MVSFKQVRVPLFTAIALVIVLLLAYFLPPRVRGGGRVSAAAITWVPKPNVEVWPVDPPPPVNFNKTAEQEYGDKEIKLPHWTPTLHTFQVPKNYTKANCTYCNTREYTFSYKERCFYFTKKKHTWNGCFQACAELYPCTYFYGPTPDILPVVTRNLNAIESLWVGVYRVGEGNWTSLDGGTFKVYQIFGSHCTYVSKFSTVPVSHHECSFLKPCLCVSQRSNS
Tb hexokinase: Trypanosoma brucei hexokinase 1 inhibitors, primary screen, biochemical, G6PDH-coupled NADH absorbance, MLSCN library. actives 0.11% (n = 220,000). recombinant TbHK1, G6PDH-coupled NADH A340. inhibition, % at 10 µM. hexokinase 1 [Trypanosoma brucei];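 active means inhibition of 50% or more in the single-dose primary screen; inactive means inhibition below 50%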
Furin inh: human furin inhibitors, primary screen, biochemical, fluorescence intensity; P09958; purified furin, fluorogenic substrate cleavage; inhibition, % at 30 µM; actives 0.061% (n = 220,000); AID 463115, 2010; in the data active means inhibition above about 25%; further: inactives centre near -15
Target sequence (P09958 108-714 limits assumed): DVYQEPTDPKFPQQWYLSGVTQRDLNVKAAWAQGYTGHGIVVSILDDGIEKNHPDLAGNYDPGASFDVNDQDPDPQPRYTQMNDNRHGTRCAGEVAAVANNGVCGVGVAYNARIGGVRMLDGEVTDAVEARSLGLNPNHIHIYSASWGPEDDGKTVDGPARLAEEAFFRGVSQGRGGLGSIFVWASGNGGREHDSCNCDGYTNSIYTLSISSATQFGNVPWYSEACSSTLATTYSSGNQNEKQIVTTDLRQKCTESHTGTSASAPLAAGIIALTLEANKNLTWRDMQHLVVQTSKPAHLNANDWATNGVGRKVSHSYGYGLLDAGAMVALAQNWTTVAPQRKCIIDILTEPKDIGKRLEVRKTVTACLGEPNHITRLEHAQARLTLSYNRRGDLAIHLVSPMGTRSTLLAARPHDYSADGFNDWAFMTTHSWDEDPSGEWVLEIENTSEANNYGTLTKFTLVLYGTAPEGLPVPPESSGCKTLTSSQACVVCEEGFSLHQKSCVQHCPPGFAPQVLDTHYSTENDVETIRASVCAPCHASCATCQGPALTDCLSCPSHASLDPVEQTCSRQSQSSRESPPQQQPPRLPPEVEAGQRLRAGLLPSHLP
Calpain2 inh: inhibitors of pig calpain II, primary screen, biochemical, fluorogenic peptide substrate, 1536-well; purified calpain II, 30 min; inhibition, % at 16 µM; actives 0.37% (n = 220,000);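 active means inhibition above about 50%, limit read from the data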
KCC2 mod: KCC2 cotransporter modulators, thallium flux, primary screen, cell-based, HEK293 KCC2, FluoZin-2 fluorescence, MLSMR | Solute carrier family 12 member 5 (Homo sapiens), Q9H2X9 | KCC2 cells, thallium flux FluoZin-2 fluorescence | B-score of Tl+ flux slope (higher = more flux/activation; lower = inhibition) at 10 µM | actives 2.2% (n = 190,000);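 active means thallium flux slope and its plate-corrected score both differing from the plate sample mean at a set confidence after two filtering rounds, in either direction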;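 further: slope of fluorescence scaled to starting intensity during 10 to 20 s after thallium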
TRPN1 ag: zebrafish TRPN1 channel agonists, primary screen, cell-based, HEK293, calcium fluorescence | transient receptor potential cation channel N1 (TRPN1/NompC), Danio rerio | HEK293 zebrafish TRPN1-YFP, Fluo-8 calcium fluorescence; 100% = response to 87 µM carbachol | activation, % at 3 µM | actives 0.18% (n = 220,000) | AID 1424, 2008;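 active means activation above its plate's cutoff, the mean activation of test wells on that plate plus 3 SD, cut at about 19% in these data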;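 further: 0% = DMSO alone and 100% = 87 µM carbachol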
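System: zebrafish TRPN1-YFP in HEK293 cells / Dosing: 3 µM single point / Timing: dye loading 1 h at 37 °C, then 30 min room temperature / Signal: Fluo-8 calcium fluorescence, excitation 470-495 nm, emission 515-575 nm / Read-out basis: percent activation from peak over basal fluorescence ratio, control-normalized / Control set: high carbachol 87 µM, low DMSO alone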
Thrombin inh: human alpha-thrombin inhibitors, primary screen, counter-screen for coagulation protease inhibitor project, biochemical, 1536-well, fluorogenic AMC substrate; Prothrombin (Homo sapiens), P00734; Boc-VPR-AMC fluorogenic substrate cleavage; inhibition, % at 5 µM; actives 0.26% (n = 220,000); AID 1046, 2008;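 active means inhibition at or above 40%; inactive means inhibition below 40%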;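 further: 0% = enzyme with no compound and 100% = wells without enzyme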
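Test system: human alpha-thrombin; medium: pH 7.5 Tris-saline with Tween 20; times: reaction at room temperature; signal: AMC fluorescence at 355 nm excitation and 460 nm emission; also added: Boc-VPR-AMC substrate, 15 µM final; dosing: one concentration per compound, 5 µM, with 0.2% DMSO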
TRPML3 agonist: human TRPML3 channel agonists, primary screen, cell-based, HEK293 TRPML3-YFP, Fluo-8 calcium fluorescence, 3 µM; activation, % at 3 µM; actives 0.29% (n = 220,000); Mucolipin-3 (Homo sapiens), Q8TDD5; 100% = the carbachol control signal;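 active means activation above its plate's cutoff, the mean activation of the plate's test wells plus 3 SD, cut at about 12% in these data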;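 further: 0% = DMSO only wells and 100% = carbachol wells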
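Test system: TRPML3-YFP stable HEK293 cells. Doses: single point at 3 µM. Incubation: dye loading 1 h 37 °C then 30 min ambient, 125 s read. Signal: Fluo-8 calcium dye fluorescence, ex 470-495, em 515-575 nm. Measure: percent activation from peak-to-basal fluorescence ratio, scaled between DMSO and carbachol.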
PPC-1+TRAIL kill: compounds killing PPC-1 cancer cells with TRAIL present, primary screen, TRAIL potentiator project, ATPLite luminescence, uHTS; actives 0.41% (n = 220,000); PPC-1 cells + TRAIL, ATPLite viability luminescence; AID 1443, 2008; cell killing (% activity), % at 4 µM;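 active means cell killing above 50% in the first pass at 4 µM, then a duplicate retest at 5 µM averaging 50% or more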;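 further: plate controls were cells with TRAIL plus DMSO for no effect and medium-only wells lacking cells for full effect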
Starred values were filed as active, the others as inactive; i = inactive; nt = no result given; [ ] = another dose, or the depositor's remark.

SMILES | EBV gp42 block | Tb hexokinase | Furin inh | Calpain2 inh | KCC2 mod | TRPN1 ag | Thrombin inh | TRPML3 agonist | PPC-1+TRAIL kill
O=C(Nc1ccc2c(c1)OCO2)c1ccc(NC2CC2)c([N+](=O)[O-])c1 | -15 | -1 | -17 | 8 | 0.36 | -0.9 | -6 | -0.8 | 18
O=C(CSc1nnc(C2COc3ccccc3O2)o1)N1CCOCC1 (stereo not drawn) | -29 | 10 | -9[20 µM] | 0 | -0.23 | 0.4 | -2 | -0.2 | -9
Cc1cc(C)cc(-n2c(O)c(C=NC3CCS(=O)(=O)C3)c3ccccc3c2=O)c1 (stereo not drawn) | -7 | -18 | -4[20 µM] | -9 | 0.33 | 1.5 | -2 | 1.2 | 8
CCCCNC(=O)CSc1nc2cc(OC)c(OC)cc2c(=O)n1Cc1ccc(OC)cc1 | -15 | -14 | -32[20 µM] | 8 | 0.22 | 0.7 | -3 | 0.1 | 14
Cc1ccc(S(=O)(=O)NCC(=O)OCC(=O)NC(=O)NC2CCCC2)cc1 | -13 | -2 | -8 | 5 | -0.84 | -0.8 | 4 | -1.1 | 5
Clc1ccc(NCc2nnc3n2CCCCC3)cc1 | -8 | 9 | -10 | -11 | 1.3 | 1.7 | 3 | -0.1 | 26
COc1cc(NC(=O)CN(c2ccc(C)cc2)S(=O)(=O)c2c(C)nn(C)c2C)cc(OC)c1 | 11 | -8 | -6 | -21 | nt | -0.2 | 5 | -0.3 | 10
CCOc1ccc(/C=N/NC(=O)C(C)N(c2ccc(OC)cc2)S(C)(=O)=O)cc1 (stereo not drawn) | -15 | -3 | -20[20 µM] | 4 | 0.94 | -2.2 | -2 | -0.2 | 18
CC(C)N(C(=O)COc1ccc(Br)cc1Cl)C(C)C | -20 | 4 | -17[20 µM] | 3 | -0.46 | -0.3 | -4 | -0.4 | -5
O=C(NCc1ccncc1)C(=O)Nc1ccc2c(c1)OCO2 | -4 | -9 | -19 | -4 | 0.021 | -1.1 | -7 | 1.7 | 1
Cn1c(NC(=O)c2cc(Br)ccc2Cl)cc(=O)n(C)c1=O | -13 | -1 | 2 | 17 | nt | 3.6 | -3 | 1.4 | -6
CCOc1ccccc1OCCCOc1ccc(C)cc1Br | -17 | 0 | -14[20 µM] | 19 | -0.13 | 0.3 | -2 | 0.5 | -5
O=C(CSCCc1ccccn1)Nc1cccnc1 | -5 | -1 | -25 | 2 | -0.27 | 0.6 | -14 | 0.1 | 13
O=C(Nc1ccc2c(c1)OCO2)c1cc(-c2ccncc2)nc2ccccc12 | -16 | -12 | -26 | -36 | 0.076 | 1.6 | 9 | 1.2 | 10
CCOC(=O)c1cnn2c(C)cc(-c3ccc(F)cc3)nc12 | -12 | -15 | -33 | i | -0.089 | 0.7 | 1 | 0.0 | 11
CCOC(=O)c1cncc(O)c1 | 7 | 3 | -8 | -9 | 0.15 | 0.6 | -4 | 1.1 | -16
C/C(=N\N=C(N)N)c1cc(Cl)ccc1Cl | -1 | -2 | -25 | 7 | -0.47 | 0.5 | 4 | 1.0 | 32
COCC(=O)Nc1ccc([N+](=O)[O-])cc1OC | -6 | -20 | -5 | 20 | -2.5 | 1.0 | 0 | 0.7 | 17
NS(=O)(=O)c1ccc(NC(=S)NC2CC2)cc1 | 0 | 0 | -18 | 4 | 0.86 | 0.3 | -6 | 0.8 | 9
CCCC1CCC(c2nc(-c3cccnc3)no2)CC1 (stereo not drawn) | -1 | -3 | -9 | -9 | 1.6 | 1.2 | -13 | -0.2 | 20
CN(C)C(=O)c1cc(S(=O)(=O)N(C)C)c(Cl)cc1N1CCCC1 | -23 | -7 | -13[20 µM] | 3 | -0.61 | 2.2 | 4 | 0.2 | 15
CCc1ccc(Nc2cc(C(=O)NCCCN3CCOCC3)c3ccccc3n2)cc1 | -22 | -23 | -18 | -52 | 0.74 | 6.4 | -1 | 1.6 | -20
O=C(COC(=O)C1CCN(S(=O)(=O)c2ccc3c(c2)OCCO3)CC1)Nc1ccc(C(F)(F)F)cc1 | -17 | -8 | -27 | 0 | -1.3 | 0.8 | -8 | 1.1 | 24
Cc1nc2sc(C(c3ccc(Br)cc3)N3CC(C)OC(C)C3)c(O)n2n1 (stereo not drawn) | -12 | -5 | -7[20 µM] | -6 | 1.8 | 0.0 | 5 | 0.9 | 35
CCOc1ccc(N2CC(C(=O)Nc3ccc(S(=O)(=O)N4CCOCC4)cc3)CC2=O)cc1 (stereo not drawn) | -41 | -3 | -29 | -16 | nt | 0.0 | -3 | 0.7 | 14

One compound at a time, as listed above. Order of screens: EBV gp42 block	Tb hexokinase	Furin inh	Calpain2 inh	KCC2 mod	TRPN1 ag	Thrombin inh	TRPML3 agonist	PPC-1+TRAIL kill
C/C(=N\N=C(N)N)c1cc(Cl)ccc1Cl is listed with -1	-2	-25	7	-0.47	0.5	4	1.0	32
CC(C)N(C(=O)COc1ccc(Br)cc1Cl)C(C)C is listed with -20	4	-17[20 µM]	3	-0.46	-0.3	-4	-0.4	-5
O=C(CSCCc1ccccn1)Nc1cccnc1 is listed with -5	-1	-25	2	-0.27	0.6	-14	0.1	13

Going on with the list.
SMILES | EBV gp42 block | Tb hexokinase | Furin inh | Calpain2 inh | KCC2 mod | TRPN1 ag | Thrombin inh | TRPML3 agonist | PPC-1+TRAIL kill
Cc1ccccc1-n1c(Cn2c(=O)sc3ccccc32)nnc1SCC(N)=O | -2 | 3 | 0 | -6 | 0.37 | -0.1 | -4 | -0.4 | 9
CCn1nnnc1SCC(=O)c1cc(OC)ccc1OC | -14 | -9 | -12 | -28 | 0.29 | -0.4 | 2 | 1.0 | -4
O=C(Nc1cnccn1)C1c2ccccc2Oc2ccccc21 | 7 | 1 | 4[20 µM] | 12 | 0.77 | -1.0 | -4 | -0.3 | 2
O=C(c1cccnc1)N1CCN(C(=O)c2cccs2)CC1 | 1 | 8 | -15[20 µM] | -19 | -0.76 | -0.6 | 3 | 0.1 | 1
CCc1nnc(NC(=O)CSc2nnc(-c3ccco3)o2)s1 | -5 | -1 | -16 | -12 | -0.4 | 1.7 | 6 | 0.5 | 19
Cc1cc(C)c(NC(=O)c2ccoc2C)c(C)c1 | 1 | 0 | -8[20 µM] | -4 | 0.25 | -0.6 | 12 | 0.0 | 16
O=C(COc1ccc(S(=O)(=O)NC2CCCCC2)cc1Cl)NCc1cccnc1 | 2 | -11 | -12[20 µM] | 24 | 0.12 | 0.1 | -1 | -0.3 | 13
CC1(C)CC(=O)C=C(Nc2ccccc2F)C1 | 0 | -4 | -16 | -1 | 0.47 | -0.5 | -6 | -0.5 | -3
CCc1ccccc1NC(=O)COc1ccc2oc(-c3ccc(OC)cc3)cc(=O)c2c1 | -20 | -13 | -28 | -167 | 0.36 | 0.5 | 2 | 0.7 | 34
Cc1ccccc1C(=O)NNC(=S)NC(=O)c1ccccc1 | -6 | 4 | -6 | 6 | 30* | 9.2 | -10 | 7.9 | 17
CN(CCNC(=O)C1CCN(S(=O)(=O)c2cnc[nH]2)CC1)Cc1ccccc1 | 4 | -6 | -25 | -4 | 1.2 | 2.0 | 1 | 1.0 | 19
Cc1cc(C)nc(N/N=C/C(Cl)=C/c2ccccc2)n1 | -23 | -69 | 5[20 µM] | 24 | -0.0025 | -0.8 | 1 | 0.2 | 20
COc1ccccc1CC(=O)NCC1CCCO1 (stereo not drawn) | 15 | nt | nt | 19 | nt | nt | 0 | nt | 33
CC(=O)c1cccc(NC(=O)N2CCCC2C(=O)Nc2ccccc2C)c1 (stereo not drawn) | -14 | 0 | -11 | -31 | 0.65 | 1.5 | -5 | 0.3 | 7
COc1ccc(S(=O)(=O)NCCSc2ccccc2)cc1OC | -21 | -1 | -17[20 µM] | 12 | 0.012 | -1.7 | -7 | -0.1 | -10
COC(=O)CSc1nc(N)nc(C)c1Br | -12 | 2 | -2 | 23 | nt | 1.3 | -2 | 0.7 | 6
CC(C)c1ccc2c(c1)C(c1cccs1)=NNC(c1ccncc1)=N2 | 5 | -19 | -16 | -62 | -1.7 | -0.8 | -2 | -0.4 | 8
O=C(CSc1ncn(-c2ccccc2)n1)Nc1nc2c(s1)CCCC2 | 6 | 4 | -13[20 µM] | -116 | nt | -1.3 | -2 | -0.4 | -1
O=S(=O)(/N=C(/c1ccc(F)cc1)N1CCCCC1)c1ccc(Cl)cc1 | -27 | 2 | -16 | 4 | 0.99 | -0.5 | -5 | 0.7 | 25
Cc1sc2nc(CC(=O)NN)[nH]c(=O)c2c1C | -13 | -6 | -17 | -8 | nt | 2.9 | 4 | 0.5 | -12
CCc1nnc(NC(=O)C2CCCN2S(=O)(=O)c2ccccc2)s1 (stereo not drawn) | -15 | 2 | -4[20 µM] | -15 | -0.68 | -0.3 | -7 | 0.6 | 29
CC(C)(C)NC(=O)C(=O)NNC(=O)c1ccccc1Br | 3 | -1 | -18 | -2 | 9.6* | 0.3 | -10 | -0.3 | 3
CC(C)(C)OC(=O)N1CCCC(C(=O)CC#N)C1 (stereo not drawn) | -12 | -5 | -27 | -103 | 0.11 | -0.3 | -5 | 2.7 | -1
CCCCC(=O)Nc1cc(NC(=O)CCCC)cc(C(=O)O)c1 | -10 | 4 | -16[20 µM] | 16 | 0.41 | 0.9 | -6 | 0.6 | 4
COc1ccc(NC(=O)Cc2ccccc2F)cn1 | 7 | 10 | -8 | 11 | 1.7 | 0.1 | 50* | -0.1 | 9

Additional compounds
SMILES | EBV gp42 block | Tb hexokinase | Furin inh | Calpain2 inh | KCC2 mod | TRPN1 ag | Thrombin inh | TRPML3 agonist | PPC-1+TRAIL kill
CCN1C(=O)C(O)(CC(=O)/C=C/C=C/c2ccccc2)c2ccccc21 (stereo not drawn) | -14 | -59 | 0[20 µM] | -66 | -1.4 | 1.0 | -3 | 0.1 | 19
O=C(NCC1CCCN(Cc2ccc3nonc3c2)C1)c1cccc(C(F)(F)F)c1 (stereo not drawn) | 2 | -6 | -28 | -19 | 0.62 | -0.7 | 12 | 0.5 | nt
Cc1csc(NC(=O)CSc2nnc(-c3ccoc3C)n2CCc2ccccc2)n1 | 4 | 2 | -19 | -16 | -2.3 | -0.3 | -2 | 0.8 | 22
COc1ccc(C(NC(=O)c2ccccc2F)NC(=O)c2ccccc2F)cc1 | 11 | -7 | -12 | -9 | 0.12 | 1.0 | -15 | 0.2 | 2
O=C(Nc1cccc(Cl)c1)N(CCN1CCOCC1)Cc1ccccc1F | -17 | -7 | -19[20 µM] | -11 | 0.078 | -1.4 | 2 | 0.8 | 19
